# Screening results (PubChem)
# IMPase Li cell: cell-permeable IMPase inhibitors with lithium potentiation. Potency, µM (doses to about 59.4 µM), for inactives: at the highest dose activity, negative = IMPase inhibition, most hits filed as inhibitors. CHO-M1 cells, IP1 TR-FRET (IP-One), carbachol + lithium. actives 0.35% (n = 210,000);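 also: IP1 builds up when IMPase is blocked and the TR-FRET signal falls; potency is read from the fitted curve at half-maximal effect; plate controls were basal vehicle for no effect and high inhibitor control for full effect; nearly all actives have a fitted effect of over 50% in size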
#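 Concentration–response in CHO-M1 cells, lithium-potentiated; 30 min at 37C. IP1 detected by competitive TR-FRET after 10 min lysis at RT. Hill-fitted AC50.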
# HttQ103 aggreg: inhibitors of mutant huntingtin aggregate formation in PC12 cells; AID 1688; actives 1.1% (n = 220,000); Potency, µM (highest dose often 46.1 µM), for inactives: at the top dose activity change, negative = inhibition, usual class: inhibitors; PC12 HttQ103-GFP aggregates, Acumen cytometry, 40 h; also: potency is read from the fitted curve at half-maximal effect; % is scaled to controls: 0 for no effect and ±100 for the full control effect; nearly all actives have a fitted effect of over 60% in size
#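 PC12/HTTQ103-GFP, ecdysone-inducible; teb 100 nM; cpd qHTS titration; GFP aggregates read on laser cytometer, Ex 488/Em 500-530 nm.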
# LMNA splice mod: modulators of lamin A splicing | Potency, µM (titrated, usually from 46.1 µM), without a hit: at the top dose ratio change, negative = inhibition, actives largely listed as inhibitors | actives 0.01% (n = 200,000) | HeLa LMNA splicing GFP/RFP minigene ratio, 48 h; active = well fitted inhibition curve with a large enough effect in the signal ratio, with a control signal flat, not every such curve was filed as active; inconclusive = small, poorly fitted or top-dose-only effect, or effect the other way, or a change in a side signal; the % refers to the signal ratio; also: potency is read from the fitted curve at half-maximal effect; % is scaled to controls: 0 for no effect and ±100 for the full control effect
#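 S3 HeLa stable clones carrying a lamin A-EGFP splicing minigene plus DsRed2 were seeded at 600 cells/well in Opti-MEM with 2% FBS, pin-dosed and incubated 48 h at 37°C. Acumen cytometry (488 nm) gave the GFP/RFP total-intensity ratio.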
# CBFb-RUNX1 inh: CBF-beta/RUNX1 interaction disruption. AlphaScreen CBFb-His/RUNX1-biotin binding, biochemical. Potency, µM (highest dose often 59.8 µM), for inactives: top-dose activity, negative = inhibition, actives largely listed as inhibitors. 230,000 tested, under 10 active; also: % of control where 0% means no effect
# Target sequence (Q01196 whole entry, looked up): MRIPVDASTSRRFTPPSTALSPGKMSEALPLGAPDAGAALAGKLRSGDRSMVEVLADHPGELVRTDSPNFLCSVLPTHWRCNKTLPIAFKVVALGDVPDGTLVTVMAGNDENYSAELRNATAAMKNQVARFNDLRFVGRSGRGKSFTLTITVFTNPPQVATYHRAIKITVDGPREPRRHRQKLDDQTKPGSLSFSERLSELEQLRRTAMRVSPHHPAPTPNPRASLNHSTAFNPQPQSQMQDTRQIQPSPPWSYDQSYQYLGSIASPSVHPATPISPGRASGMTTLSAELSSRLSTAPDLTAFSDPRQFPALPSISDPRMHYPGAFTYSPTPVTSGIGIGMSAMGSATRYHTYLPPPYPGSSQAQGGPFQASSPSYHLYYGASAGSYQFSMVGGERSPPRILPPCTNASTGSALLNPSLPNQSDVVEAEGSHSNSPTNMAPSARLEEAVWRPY
# Target sequence (Q13951 whole entry, looked up): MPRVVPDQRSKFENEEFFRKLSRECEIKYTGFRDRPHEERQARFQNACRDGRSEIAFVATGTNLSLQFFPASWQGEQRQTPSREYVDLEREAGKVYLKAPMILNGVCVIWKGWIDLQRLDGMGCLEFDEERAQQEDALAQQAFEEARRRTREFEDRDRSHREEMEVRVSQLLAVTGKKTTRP
#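 Read-out: AlphaScreen. Format: His-CBF-beta with biotinylated RUNX1 (30 nM each) preincubated 20 min, compound 15 min, Ni-chelate plus streptavidin beads 90 min; room temperature throughout.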
# Luc counter: counter-screen: inhibitors of Kinase-Glo firefly luciferase; actives 0.28% (n = 200,000); Potency, µM (titrated, usually from 38.3 µM), inactives show at the highest dose activity change, negative = inhibition, most hits filed as inhibitors; Kinase-Glo luciferase, ATP luminescence, 8 min; AID 1379; also: potency is read from the fitted curve at half-maximal effect; % is scaled to controls: 0 for no effect and ±100 for the full control effect; nearly all actives have a fitted effect of over 60% in size
#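 Inhibition of Kinase-Glo luciferase light generation was assessed at 10 uM ATP in pH 7.2 imidazole buffer, with luminescence measured after eight minutes at ambient temperature.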
# Epigenetic reg: regulators of epigenetic silencing causing reporter derepression in mouse cells; murine LDR cells, GFP reporter derepression, 30 h; Potency, µM (series often up to 53.9 µM), for inactives: at the top dose GFP activation, hits mostly activators; actives 0.2% (n = 280,000); also: potency is read from the fitted curve at half-maximal effect; % of control where 0% means no effect; nearly all actives have a fitted effect of over 60% in size
#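 Murine LDR cells carrying a silenced, genomically integrated CMV-driven GFP reporter were exposed to compound for 30 hours at 37 C. After PBS washes, GFP-positive cells (20–120 um objects) were counted by laser-scanning microplate cytometry.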
# NPSR antag: neuropeptide S receptor (human) antagonism, cAMP | Q6W5P4 | CHO-NPSR cells, cAMP TR-FRET, antagonist mode | Potency, µM (top dose mostly 38.3 µM), inactives show at the highest dose activity change, negative = inhibition, usual class: inhibitors | actives 1% (n = 220,000) | AID 1461; also: potency is read from the fitted curve at half-maximal effect; % is scaled to controls: 0 for no effect and ±100 for the full control effect; nearly all actives have a fitted effect of over 50% in size; many of its hits are not listed in these tables
# Target sequence (Q6W5P4 whole entry, looked up): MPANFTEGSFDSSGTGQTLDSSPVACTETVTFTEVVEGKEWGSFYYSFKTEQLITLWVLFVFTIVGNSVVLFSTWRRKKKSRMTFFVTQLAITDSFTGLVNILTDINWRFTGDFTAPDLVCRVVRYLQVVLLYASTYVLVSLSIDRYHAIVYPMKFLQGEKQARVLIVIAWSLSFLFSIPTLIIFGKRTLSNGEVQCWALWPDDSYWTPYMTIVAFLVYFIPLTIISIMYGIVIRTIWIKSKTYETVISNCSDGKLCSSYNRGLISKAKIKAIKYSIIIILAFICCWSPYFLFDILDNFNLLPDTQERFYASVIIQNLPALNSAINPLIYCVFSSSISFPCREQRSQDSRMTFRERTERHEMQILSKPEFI
# * = called active by the depositor; ? = inconclusive; . = no result given; & = joins results of further samples; [ ] = another dose, or the depositor's remark. Unless noted, calls follow the shape of the dose curve; as a rule, active = well fitted curve in the direction sought with a large enough effect; inconclusive = small, poorly fitted or top-dose-only effect, or another doubt; inactive = no such curve, though single readings can be large; an effect the other way counts as inactive or inconclusive.
SMILES,IMPase Li cell,HttQ103 aggreg,LMNA splice mod,CBFb-RUNX1 inh,Luc counter,Epigenetic reg,NPSR antag
CC(C)NC(=O)COc1ccc(S(=O)(=O)N2CCOCC2)cc1,24%[38.3 µM],9%,-7%,1%,-4%,-0.7%,3%[46.1 µM]
C=CCOc1ccc(CNc2nccs2)cc1,9%,6%,-18%,-3%,-1%,1.0%,7%
COc1ccc(-c2ncc3ccccn23)cc1,-1%[38.3 µM],14%,8%,-20%,-3%,-1.8%,-9%[46.1 µM]
Cc1ccc(-c2noc(-c3ccccc3C(=O)NCC3CCCO3)n2)cc1 (configuration not stated),0%[38.3 µM],3%,-10%,6%,-7%,-9.5%,-17%[46.1 µM]
CN1C2CCC1CC(NC(=O)c1nn(C)c3ccccc13)C2 (configuration not stated),7%&-5%,.,-20%,5%&30%,-2%,1.0%&2.1%,-6%[46.1 µM]
C=CCn1c(SCC(=O)NC23CC4CC(CC(C4)C2)C3)nc(O)cc1=O,4%,10%,-1%,-3%,1%,0.1%,-3%[46.1 µM]
Cc1ccc(/C=C2\OC(=O)c3ccccc32)cc1,5%[38.3 µM],-9%,15%,17%,-9%,-1.8%,20%[46.1 µM]
N#Cc1c(N)nc(SCC(=O)NC2CCCCC2)c(C#N)c1-c1ccc(Cl)cc1,16µM*,10%[9.22 µM],-1%,3%,3%,-0.4%,?
Cn1c(N)c(C(=O)COC(=O)c2ccc(Cl)nc2)c(=O)n(C)c1=O,-8%,-7%,?,-2%,-1%,0.9%,4%
C=COCCn1c(-c2nonc2N)nc2ccccc21,-7%[38.3 µM],-1%,-12%,3%,-2%,-2.8%,2%[46.1 µM]
COc1cc(-c2nnc(SCC(=O)Nc3cc(C)on3)n2C)cc(OC)c1O,5%[38.3 µM],12%,4%,1%,-4%,-4.5%,8%[46.1 µM]
Cc1cccc(CCNC(=O)C2CCC(=O)N2Cc2ccc(F)cc2)c1 (configuration not stated),16%[38.3 µM],-14%[1.84 µM],8%,6%,8%,-0.2%,-11%[46.1 µM]
CC(C)c1ccc(NC(=O)N2CCC(c3nc4ccccc4o3)CC2)cc1,-14%[38.3 µM],-19%,?,-2%,9%,-0.8%,2%[46.1 µM]
O=C(CN1CCN(c2ccccc2O)CC1)Nc1ccc([N+](=O)[O-])cc1Br,11%,-24%,8%[9.22 µM],-2%,-3%,-2.8%,-20%
O=C(C1=C[C@H](c2ccc3c(c2)OCO3)C[C@H](OCc2ccc(CO)cc2)O1)N1CCCCCCC1,18%,3%[9.22 µM],.,12%,.,-9.3%,12%
COc1ccccc1CNC(=O)c1ccc(OCC2CCCO2)cc1 (configuration not stated),-3%,2%,-11%,0%,2%,0.0%,-3%[46.1 µM]
CC(=O)c1c(C)[nH]c(C(=O)N(C)C(c2ccccc2)c2ccccc2)c1C,13%,25%,.,-7%,0%,1.2%,-21%
Cc1cc(C)n2nc(CCc3nc4nc(C)cc(C)n4n3)nc2n1,-1%[38.3 µM],-8%,9%,-1%,1%,-2.4%,4%[7.67 µM]
O=C(CN1CCCC1)NC(=O)NC1CCCC1,0%,7%,.,8%,-3%,-3.7%,9%
Cc1cccc(C)c1NC(=O)c1ccc([N+](=O)[O-])s1,6%,?,?,-5%,-3%,0.0%,-8%
COc1ccc(Nc2nnc(C)c(=O)[nH]2)cc1,13%[38.3 µM],-6%,8%,-4%,-5%,0.7%,-11%[46.1 µM]
Cc1ccc2nc(-c3ccc(N4C(=NC(=O)CCC(=O)O)SC5CS(=O)(=O)CC54)cc3)sc2c1 (configuration not stated),.,-5%,-4%,-20%,.,-0.9%,-7%[46.1 µM]
Cc1nn2c(-c3ccncc3)nnc2c2ccccc12,5%,-1%,-14%,-1%,-5%,-4.5%,-18%[46.1 µM]
COC(=O)CN1C(=O)C2(C(C#N)=C(N)Oc3c2c(C)nn3-c2ccccc2)c2ccccc21 (configuration not stated),4%,10%,-9%,-4%,6%,0.8%,5%[46.1 µM]
COC(=O)C(CCSC)NC(=O)c1cc2c(n(-c3ccccc3)c1=O)CCCC2=O (configuration not stated),-6%,5%[9.22 µM],.,4%,-2%,-1.1%,16%
N[C@@H](Cc1ccccc1)c1nnc(SCc2ccccc2Cl)o1,7%[38.3 µM],12%,-2%,15%,1%,0.0%,2%[46.1 µM]
CCCCCCN1N=C(C)C(C(=O)c2ccc(Cl)cc2)C1=O (configuration not stated),-22%[38.3 µM],?,-21%,0%,7%,-1.0%,-15%[46.1 µM]
CCOC(=O)c1ccc(NC(=S)N(CCCN2CCCC2)Cc2cccs2)cc1,22%,6%,-18%[46 µM],2%,-2%,-2.0%,-6%
CSCCC(NC(N)=O)C(=O)Nc1cccc(S(=O)(=O)N2CCOCC2)c1 (configuration not stated),1%,13%,-13%[46 µM],1%,3%,3.0%,2%
c1ccc(-n2ncc3c(NCc4cccnc4)ncnc32)cc1,13%[38.3 µM],-16%,?,-2%,-1%,-1.0%,-15%[46.1 µM]
O=C(c1cnn2c(C(F)(F)F)cc(-c3cccs3)nc12)N1CCN(C(c2ccccc2)c2ccccc2)CC1,16%,-5%,-2%,-2%,5%,2.5%,-11%[46.1 µM]
Cc1ccc(C)c(N(CC(=O)N(C)C)S(C)(=O)=O)c1,7%[38.3 µM],-3%,1%,-1%,0%,-2.0%,-1%[46.1 µM]
COC(=O)[C@@]1(Cc2ccc(OC)cc2)[C@H]2c3cc(C(=O)N4CCCC4)n(Cc4ccccn4)c3C[C@H]2CN1C(=O)c1ccccc1,0%,.,.,?,-2%,0.9%,.
O=C(N1CCCC1)n1c(Cc2ccccc2)nc2ccccc21,31%[38.3 µM],12%,-3%,2%,0%,0.9%,-6%[46.1 µM]
CC(C)Cc1nnc(NC(=O)CCC(=O)Nc2ccccc2F)s1,.,28%[9.22 µM],.,3%,.,-1.2%,38%
O=C(CCSCc1cccc(Cl)c1)NCCC1=CCCCC1,-2%,-18%,2%,8%,2%,1.3%,-3%[46.1 µM]
CCCOc1ccc(CNCCCOCC)cc1OC,0%,8%,4%[46 µM],-4%,-2%,-3.6%,6%
O=[N+]([O-])c1cccc(/C=C/c2ccncc2)c1,.,-15%[9.22 µM],.,-4%,.,1.0%,-4%
O=C(O)c1ccc(N=c2oc3cc(O)ccc3cc2C(=O)NCc2ccccc2)cc1,-10%,-9%,17%[46 µM],-10%,2%,1.1%,-33%
Nc1c(C(=O)NCc2ccco2)sc2nc(N3CCOCC3)c3c(c12)CCCC3,10µM*,27%,?,0%,-6%,0.0%,29%[46.1 µM]

# Shown with two lines to a compound: entries from further up.
# Results follow in this order: IMPase Li cell, HttQ103 aggreg, LMNA splice mod, CBFb-RUNX1 inh, Luc counter, Epigenetic reg, NPSR antag
CCCCCCN1N=C(C)C(C(=O)c2ccc(Cl)cc2)C1=O (configuration not stated)
→ -22%[38.3 µM], ?, -21%, 0%, 7%, -1.0%, -15%[46.1 µM]
CCOC(=O)c1ccc(NC(=S)N(CCCN2CCCC2)Cc2cccs2)cc1
→ 22%, 6%, -18%[46 µM], 2%, -2%, -2.0%, -6%
CSCCC(NC(N)=O)C(=O)Nc1cccc(S(=O)(=O)N2CCOCC2)c1 (configuration not stated)
→ 1%, 13%, -13%[46 µM], 1%, 3%, 3.0%, 2%
c1ccc(-n2ncc3c(NCc4cccnc4)ncnc32)cc1
→ 13%[38.3 µM], -16%, ?, -2%, -1%, -1.0%, -15%[46.1 µM]

# (continued)
SMILES,IMPase Li cell,HttQ103 aggreg,LMNA splice mod,CBFb-RUNX1 inh,Luc counter,Epigenetic reg,NPSR antag
CC1(C)CNC(=O)c2sc(N3CCOCC3)nc2C1,0%[38.3 µM],?,-16%,8%,7%,-1.7%,-23%[46.1 µM]
CN(C)S(=O)(=O)c1ccc(NC(=O)C2CCCN(C(=O)c3ccc(Cl)cc3)C2)cc1 (configuration not stated),1%,21%,?,-5%,5%,0.1%,-10%
O=C1NC(=O)c2cc(Nc3ccc(F)cc3)c(Nc3ccc(F)cc3)cc21,2%,.,.,-17%&-5%,3%[39.9 µM],6.8%,.
C=CCn1c(SCC(N)=O)nnc1-c1cnccn1,.,1%[9.22 µM],.,1%,.,-1.1%,10%
N=C1C(c2nc(-c3ccc(Cl)cc3)cs2)=C(O)CN1NC(=O)c1ccc(O)cc1,.,2%[9.22 µM],.,2%,.,2.9%,5%
CCCCCCC(=O)N1CCCC(c2nc(-c3cccc(OC)c3)no2)C1 (configuration not stated),.,-22%[9.22 µM],.,18%,.,0.0%,-44%
Cc1c(NC(=S)NC(=O)c2ccc(Br)o2)c(=O)n(-c2ccccc2)n1C,9%,23%,-19%[46 µM],3%,1%,1.2%,9%
Cc1nc2ccccc2c(=O)n1NC(=O)c1ccc([N+](=O)[O-])cc1,-3%,4%,-9%[9.22 µM],1%,0%,0.1%,6%
NC(=O)c1ccc(NC(=O)CSC2=Nc3ccccc3C3CC=NN23)cc1 (configuration not stated),30%[38.3 µM],?,13%,-2%,0%,8.3%,-7%[46.1 µM]
Cc1ccc(-n2c3c(cc(C(=O)NCc4ccco4)c2=O)C(=O)CCC3)cc1,2%,16%[9.22 µM],?,-8%,-2%,-4.9%,21%
CC(=O)c1ccc(C(=O)N2CCCC(CCC(=O)N(C)CCc3ccccn3)C2)s1 (configuration not stated),20%,34%[9.22 µM],3%[46 µM],6%,-2%,-2.7%,1%
O=C(CCn1c(=O)oc2ccccc21)NCc1ccc2c(c1)OCO2,19%[38.3 µM],-6%,-3%,2%,2%,1.3%,-7%[46.1 µM]
COc1cc(OC)c(C(=O)N2CCCC2)cc1OC,-7%,4%[9.22 µM],?,-6%,-1%,-0.1%,-6%
COc1ccccc1NC(=O)CN(Cc1ccco1)C(=O)c1cncc(Br)c1,.,4%[9.22 µM],.,8%,.,5.6%,-18%

# 4 compounds out of the list, sorted by formula weight, smallest number first:
SMILES,IMPase Li cell,HttQ103 aggreg,LMNA splice mod,CBFb-RUNX1 inh,Luc counter,Epigenetic reg,NPSR antag
COc1cc(OC)c(C(=O)N2CCCC2)cc1OC,-7%,4%[9.22 µM],?,-6%,-1%,-0.1%,-6%
C=CCn1c(SCC(N)=O)nnc1-c1cnccn1,.,1%[9.22 µM],.,1%,.,-1.1%,10%
NC(=O)c1ccc(NC(=O)CSC2=Nc3ccccc3C3CC=NN23)cc1 (configuration not stated),30%[38.3 µM],?,13%,-2%,0%,8.3%,-7%[46.1 µM]
CC(=O)c1ccc(C(=O)N2CCCC(CCC(=O)N(C)CCc3ccccn3)C2)s1 (configuration not stated),20%,34%[9.22 µM],3%[46 µM],6%,-2%,-2.7%,1%

# Some of the compounds tested; the hit share may differ from the screen's.
